Assay outcomes (PubChem)
Insulin prom up = insulin promoter activators in MIN6 cells, imaging, high-content screening, mouse beta cells; MIN6 insulin promoter-GFP reporter; active compounds read high; z-score at 5 µM; 0.3% of 190,000 active; AID 1625, 2009;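 active = z-score above 3 at 5 µM with at least 500 cells counted in the well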
HIV peptide binding = inhibitors of HIV fusion peptide binding, primary screen, biochemical, uHTS, fluorescence dequenching (AID 1986). cell-free peptide binding, fluorescence dequenching, 30 min; higher % means a stronger effect. 0.3% of 290,000 active. inhibition, % at 20 µM, or IC50 in µM where a hit was titrated; in the data active = inhibition mostly above about 52%, no sharp cut-off; inactive = mostly below about 76%; note: some results filed as inactive read as strong as hits
WT yeast gro inh = growth inhibition of WT strain, primary screen, mitochondrial fusion inhibitor project, WT and mutant strains, chemical genetic; 2.1% of 190,000 active; mitochondrial fusion phenotypic screen; inhibition, % at 10 µM; in the data active = inhibition above about 58%; tested in S. cerevisiae
bCat nuc transl = modulators of beta-catenin nuclear translocation, primary screen, imaging, HeLa cells, immunofluorescence, high-content; 0.3% of 190,000 active; nuclear translocation activity, % at 5 µM;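 active = nuclear translocation activity above 50% at 5 µM, with a well cell count of 50 or more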;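 note: per-cell ratio of nuclear to cytoplasmic median beta-catenin stain intensity; plate controls were DMSO negative control for no effect and GSK-3 inhibitor IX positive control for full effect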
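Test system: human HeLa cells, endogenous beta-catenin. Times: 24 h compound exposure, 37°C. Measured by: beta-catenin immunofluorescence imaging with DAPI.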
Autophagy HCS = autophagy modulators in MEF cells, primary screen, imaging, high-content, MEF GFP-LC3 | MEF GFP-LC3 puncta imaging; test concentration mostly 10 µM | calls only at 10 µM (by protocol) | 0.98% of 190,000 active | AID 463193, 2010;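 active = percentage of spot-positive cells more than 3 SD above its plate mean, without a fluorescence outlier flag or 80% toxicity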;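 note: spot-positive cell cutoff set from DMSO-treated cells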
AID2073 = inhibitors of Mint1-CaV2.2 protein interaction, biochemical, HTRF (AID 2073); Voltage-dependent N-type calcium channel subunit alpha-1B (Homo sapiens); HTRF protein-protein interaction, Mint1-CaV2.2; higher % means a stronger effect; inhibition, % at 20 µM, or IC50 in µM where a hit was titrated; 0.19% of 290,000 active; in the data active = inhibition mostly above about 51%, no sharp cut-off; note: some results filed as inactive read as strong as hits
MT stabilizer = microtubule stabilizers in HeLa cells, primary screen, imaging, high-content imaging. 0.83% of 200,000 active. HeLa tubulin immunostaining HCS, 24 h; share of cells brighter than vehicle mean+2SD. % tubulin-high responders, % at 10 µM. AID 2205, 2009;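 active = plate Z-score above 3 for both tubulin-high and condensed-nucleus cell shares, with cell loss under 80%, at 10 µM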;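 note: anti alpha tubulin signal scored within the nucleus-defined area of each cell; some results filed as inactive read as strong as hits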
Dynein cargo inh = inhibitors of GR-EGFP nuclear translocation, primary screen, dynein cargo transport inhibitor project, imaging, high-content, 3617.4 mouse cells. test concentration mostly 20 µM; stimulated with dexamethasone, 1 µM; active compounds read low. z-score, hits read low. 0.47% of 220,000 active. AID 1381, 2008;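 active = plate z-score of nuclear minus cytoplasmic receptor signal below a set negative limit, without overly bright fluorescence or cell loss, cut at about -3.5 in these data, passing the limit was not always enough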;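 note: z-score of nuclear minus cytoplasmic ring GR-EGFP intensity difference per well; some compounds called inactive have numbers as strong as hits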
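medium = tetracycline-free induction medium containing charcoal-stripped FBS | probe or stimulus = dexamethasone, 1.0 µM final | timing = 48 h induction, then 1 h compound, then 30 min agonist, 37 °C | detection = automated 10x imaging of fixed Hoechst-stained cells | read-out basis = nuclear versus cytoplasmic GR-EGFP signal, averaged per well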
Yfh1-off respiration = enhancers of respiration in Yfh1-depleted yeast, dose response, Friedreich's ataxia, plus single-dose screen (AID 1465); S. cerevisiae Yfh1-off respiration, WST-1 reduction, 72 h; higher fold induction means a stronger effect; fold induction at 50 µM; hits with a dose series show EC50 in µM; 0.074% of 220,000 active;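 active = fold induction of absorbance versus untreated yeast above a set limit, then at least 30% activation at any dose in follow-up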;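 note: activators that raise dye reduction in frataxin-depleted yeast; strong numbers were not always called active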
WT yeast gro inh mutant strain = recorded beside WT yeast gro inh, whose call it bears; inhibition, %; mitochondrial fusion phenotypic screen, mutant strain inhibition
Dynein cargo inh cytoplasmic EGFP = further read-out of Dynein cargo inh, marked with its call; z-score; measured here: cytoplasmic GR-EGFP intensity; active compounds read high
Dynein cargo inh nuclear GR-EGFP = second read-out of Dynein cargo inh, no call of its own (marks repeat the call); z-score; measured here: nuclear GR-EGFP intensity;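 lower value marks the stronger effect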
Dynein cargo inh cell count = recorded beside Dynein cargo inh, whose call it bears; z-score; measured here: cell count per field
Insulin prom up cell count = recorded beside Insulin prom up, whose call it bears; cell count; measured here: cytotoxicity, nuclei count;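 total cells summed across four imaged fields per well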
bCat nuc transl cell count 5 µM = recorded beside bCat nuc transl, whose call it bears; cell count; measured here: cell count, cytotoxicity flag
MT stabilizer Hoechst-high % = also measured in MT stabilizer; calls as there; % Hoechst-high responders; measured here: nuclear condensation Hoechst responders;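 share of cells brighter than vehicle mean plus two SD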
MT stabilizer cytotoxicity % = recorded beside MT stabilizer, whose call it bears; toxicity, %; measured here: cytotoxicity by cell density;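 0% = mean cell density of plate MIN control wells and 100% = no cells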
Autophagy HCS cell loss 18 h = further read-out of Autophagy HCS, marked with its call; toxicity, %; measured here: cell loss, nuclei count;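 cell loss after 18 h compound exposure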
Numbers without * were called inactive.

For CCOC(=O)CNC(=O)C1c2ccccc2C(=O)N(c2ccc(OC)cc2)C1c1ccc(OC)cc1 (stereo not drawn) the results were Insulin prom up 1.1, HIV peptide binding 0.0%, WT yeast gro inh -13, bCat nuc transl -1.0, Autophagy HCS inactive, AID2073 -3%, MT stabilizer 1.1, Dynein cargo inh 1.8, Yfh1-off respiration inactive, WT yeast gro inh mutant strain -20, Dynein cargo inh cytoplasmic EGFP -0.038, Dynein cargo inh nuclear GR-EGFP 1.1, Dynein cargo inh cell count -0.76, Insulin prom up cell count 1017, bCat nuc transl cell count 5 µM 1030, MT stabilizer Hoechst-high % 1.1, MT stabilizer cytotoxicity % 9.1 and Autophagy HCS cell loss 18 h 5.
`COc1ccc(-n2c(=S)[nH]c(=O)c3cccnc32)cc1` gave Insulin prom up 1.1, HIV peptide binding -2.1%, bCat nuc transl 0.2, AID2073 -4%, Dynein cargo inh 2.9, Yfh1-off respiration inactive, Dynein cargo inh cytoplasmic EGFP -0.24, Dynein cargo inh nuclear GR-EGFP 1.6, Dynein cargo inh cell count -1.7, Insulin prom up cell count 1129 and bCat nuc transl cell count 5 µM 1278.
O=C(CSc1nnc(Cc2ccccc2)o1)c1ccc(F)cc1 was read as Insulin prom up 0.49, HIV peptide binding 0.9%, bCat nuc transl -0.2, AID2073 14%, Dynein cargo inh -0.97, Yfh1-off respiration inactive, Dynein cargo inh cytoplasmic EGFP 0.48, Dynein cargo inh nuclear GR-EGFP -0.39, Dynein cargo inh cell count 1, Insulin prom up cell count 1032 and bCat nuc transl cell count 5 µM 1307.
`CC(Nc1nc(N2CCCCC2)nc2ccccc12)c1ccccc1` (stereo not drawn) gave Insulin prom up 2, HIV peptide binding -4.7%, WT yeast gro inh 17, Autophagy HCS inactive, AID2073 -4%, MT stabilizer 3.4, Dynein cargo inh -1.3, Yfh1-off respiration inactive, WT yeast gro inh mutant strain 18, Dynein cargo inh cytoplasmic EGFP -0.19, Dynein cargo inh nuclear GR-EGFP -0.4, Dynein cargo inh cell count 0.035, Insulin prom up cell count 786, MT stabilizer Hoechst-high % 3.6, MT stabilizer cytotoxicity % 0.2 and Autophagy HCS cell loss 18 h 3.
O=C(c1ccc(N2CCCCC2)c([N+](=O)[O-])c1)N1CCOCC1 was read as Insulin prom up -0.29, HIV peptide binding -0.4%, WT yeast gro inh -13, bCat nuc transl -1.1, Autophagy HCS inactive, AID2073 -8%, MT stabilizer 1.5, Dynein cargo inh -0.27, Yfh1-off respiration inactive, WT yeast gro inh mutant strain 10, Dynein cargo inh cytoplasmic EGFP -0.15, Dynein cargo inh nuclear GR-EGFP -0.22, Dynein cargo inh cell count 0.14, Insulin prom up cell count 1537, bCat nuc transl cell count 5 µM 1425, MT stabilizer Hoechst-high % 1.2, MT stabilizer cytotoxicity % 5.6 and Autophagy HCS cell loss 18 h 18.
Screening CCOC(=O)C1(CCOC)CCN(Cc2ccc3nonc3c2)CC1 returned Insulin prom up 0.05, HIV peptide binding -2.1%, bCat nuc transl 1.0, AID2073 41%, Dynein cargo inh -0.51, Yfh1-off respiration inactive, Dynein cargo inh cytoplasmic EGFP -0.25, Dynein cargo inh nuclear GR-EGFP 0.16, Dynein cargo inh cell count 0.72, Insulin prom up cell count 1081 and bCat nuc transl cell count 5 µM 1320.
For O=C(NCCN1CCN(C(=O)c2cc3ccccc3oc2=O)CC1)c1cc2ccccc2oc1=O the results were Insulin prom up -0.52, HIV peptide binding 0.2%, WT yeast gro inh 15, bCat nuc transl 0.1, Autophagy HCS inactive, AID2073 2%, MT stabilizer 0.4, Dynein cargo inh 1.9, Yfh1-off respiration inactive, WT yeast gro inh mutant strain 11, Dynein cargo inh cytoplasmic EGFP -0.21, Dynein cargo inh nuclear GR-EGFP 0.36, Dynein cargo inh cell count -0.47, Insulin prom up cell count 1608, bCat nuc transl cell count 5 µM 1380, MT stabilizer Hoechst-high % 1.8, MT stabilizer cytotoxicity % 7.1 and Autophagy HCS cell loss 18 h 12.
`O=C(CCc1nnc(-c2ccc3c(c2)OCO3)o1)NC(c1ccccn1)C(F)(F)F` (stereo not drawn) gave Insulin prom up -0.72, HIV peptide binding -1.0%, WT yeast gro inh -11, bCat nuc transl -0.4, Autophagy HCS inactive, AID2073 -10%, MT stabilizer 2.5, Dynein cargo inh -0.37, Yfh1-off respiration inactive, WT yeast gro inh mutant strain 1, Dynein cargo inh cytoplasmic EGFP -0.28, Dynein cargo inh nuclear GR-EGFP -0.078, Dynein cargo inh cell count 0.71, Insulin prom up cell count 1468, bCat nuc transl cell count 5 µM 1475, MT stabilizer Hoechst-high % 2.4, MT stabilizer cytotoxicity % 6.1 and Autophagy HCS cell loss 18 h -28.
For O=C(CSc1nncc(=O)[nH]1)NCc1ccccc1 the results were Insulin prom up -0.27, HIV peptide binding 1.3%, WT yeast gro inh -2, bCat nuc transl -2.5, Autophagy HCS inactive, AID2073 -7%, MT stabilizer 3.1, Dynein cargo inh 0.6, Yfh1-off respiration inactive, WT yeast gro inh mutant strain -2, Dynein cargo inh cytoplasmic EGFP -0.27, Dynein cargo inh nuclear GR-EGFP -0.37, Dynein cargo inh cell count 0.38, Insulin prom up cell count 1578, bCat nuc transl cell count 5 µM 1073, MT stabilizer Hoechst-high % 1.5, MT stabilizer cytotoxicity % 16 and Autophagy HCS cell loss 18 h 5.
`Cc1cc(=O)oc2cc(OCC(=O)OCC(=O)Nc3c(C)n(C)n(-c4ccccc4)c3=O)ccc12` gave Insulin prom up -0.12, HIV peptide binding -1.8%, WT yeast gro inh -8, bCat nuc transl -2.2, Autophagy HCS inactive, AID2073 8%, MT stabilizer 2.4, Dynein cargo inh -1.2, Yfh1-off respiration inactive, WT yeast gro inh mutant strain 3, Dynein cargo inh cytoplasmic EGFP -0.21, Dynein cargo inh nuclear GR-EGFP -0.68, Dynein cargo inh cell count 0.79, Insulin prom up cell count 1282, bCat nuc transl cell count 5 µM 1069, MT stabilizer Hoechst-high % 3.6, MT stabilizer cytotoxicity % 4.1 and Autophagy HCS cell loss 18 h -3.
Screening CC1CN(S(=O)(=O)c2cccc(-c3cn4cccnc4n3)c2)CC(C)O1 (stereo not drawn) returned Insulin prom up 1.2, HIV peptide binding -1.5%, bCat nuc transl -0.6, AID2073 39%, Insulin prom up cell count 1133 and bCat nuc transl cell count 5 µM 786.
Screening Cc1cc(Nc2cccc(Cl)c2)nc(NCc2ccccc2)n1 returned Insulin prom up -1.4, HIV peptide binding -2.9%, WT yeast gro inh 97*, bCat nuc transl 0.5, Autophagy HCS inactive, AID2073 16%, MT stabilizer 2.7, Dynein cargo inh 1.6, Yfh1-off respiration inactive, WT yeast gro inh mutant strain 97*, Dynein cargo inh cytoplasmic EGFP -0.075, Dynein cargo inh nuclear GR-EGFP 0.56, Dynein cargo inh cell count -0.95, Insulin prom up cell count 803, bCat nuc transl cell count 5 µM 971, MT stabilizer Hoechst-high % 1.3, MT stabilizer cytotoxicity % 4.9 and Autophagy HCS cell loss 18 h 10.
`CC(C)C1Cc2c(sc3c2c(=O)n(Cc2ccccc2)c2nncn32)CO1` (stereo not drawn) gave Insulin prom up 0.7, HIV peptide binding -1.8%, WT yeast gro inh 8, bCat nuc transl -3.5, Autophagy HCS inactive, AID2073 -2%, MT stabilizer 4.3, Dynein cargo inh -0.42, Yfh1-off respiration inactive, WT yeast gro inh mutant strain 11, Dynein cargo inh cytoplasmic EGFP -0.39, Dynein cargo inh nuclear GR-EGFP -0.36, Dynein cargo inh cell count 0.31, Insulin prom up cell count 1107, bCat nuc transl cell count 5 µM 1150, MT stabilizer Hoechst-high % 1.7, MT stabilizer cytotoxicity % 2.8 and Autophagy HCS cell loss 18 h 1.
For CC(C)(C)NC(=O)c1ccccc1-c1nc2ccccc2s1 the results were Insulin prom up -0.13, HIV peptide binding 1.0%, bCat nuc transl 0.4, AID2073 -32%, Dynein cargo inh -0.64, Yfh1-off respiration inactive, Dynein cargo inh cytoplasmic EGFP -0.25, Dynein cargo inh nuclear GR-EGFP 0.44, Dynein cargo inh cell count -0.65, Insulin prom up cell count 1050 and bCat nuc transl cell count 5 µM 1303.
`O=C(CSc1nc2ccccc2[nH]1)c1ccc(Cl)s1` gave HIV peptide binding 8.2%, WT yeast gro inh 1, bCat nuc transl -1.8, Autophagy HCS inactive, AID2073 -3%, MT stabilizer 1.0, Dynein cargo inh 1.2, Yfh1-off respiration inactive, WT yeast gro inh mutant strain -2, Dynein cargo inh cytoplasmic EGFP 0.32, Dynein cargo inh nuclear GR-EGFP 1.1, Dynein cargo inh cell count -1.6, bCat nuc transl cell count 5 µM 1200, MT stabilizer Hoechst-high % 1.0, MT stabilizer cytotoxicity % 11 and Autophagy HCS cell loss 18 h 34.
COc1cccc(-c2nnc(NC(=O)C3CCCCC3)o2)c1 was read as Insulin prom up 0.36, HIV peptide binding -1.5%, WT yeast gro inh 3, Autophagy HCS inactive, AID2073 -2%, MT stabilizer 4.5, Dynein cargo inh -0.63, Yfh1-off respiration inactive, WT yeast gro inh mutant strain -1, Dynein cargo inh cytoplasmic EGFP -0.22, Dynein cargo inh nuclear GR-EGFP -0.21, Dynein cargo inh cell count 0.28, Insulin prom up cell count 1025, MT stabilizer Hoechst-high % 2.9, MT stabilizer cytotoxicity % 5.9 and Autophagy HCS cell loss 18 h 6.

No enrichment for hits. About 4.2% of those tested had a hit in this group.
